# Compound activity: PubChem, Sanford-Burnham Center for Chemical Genomics
# tim10-1 inh – inhibits growth of tim10-1 mutant yeast; actives 2.2% (n = 330,000); S. cerevisiae tim10-1 ts strain growth, BacTiter-Glo, 24 h; inhibition, % at 20 µM;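 active = inhibition of at least 40%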;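 note: mutant grown at 25 °C; 0% = DMSO wells with yeast and 100% = wells holding no yeast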
# tim23-1 inh – tim23-1 yeast growth inhibition. inhibition, % at 20 µM. S. cerevisiae tim23-1 growth, BacTiter-Glo luminescence, 24 h. actives 1.3% (n = 330,000);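 active = growth inhibition of the mutant yeast at or above 50%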;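 note: temperature-sensitive mutant grown at 25 °C; plate controls were DMSO-treated mutant yeast for no effect and medium wells lacking yeast for full effect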
# TIM10 inh – TIM10 yeast growth inhibition. S. cerevisiae TIM10 strain growth, BacTiter-Glo luminescence, 24 h. inhibition, % at 10 µM. actives 1.4% (n = 330,000);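 active = inhibition of 40% or more at the single tested concentration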;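 note: wild-type TIM10 isogenic control strain grown at permissive 25 °C; 0% = DMSO yeast wells and 100% = minimal medium wells without yeast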
# Mdm2-MdmX inh – inhibitors of human Mdm2/MdmX interaction | SaOS-2 split-luciferase Mdm2/MdmX complementation, luminescence | inhibition, % at 8 µM | actives 3% (n = 330,000);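 active = inhibition of at least 50% at 8 µM in the primary screen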
# Target sequence (O15151 whole entry, looked up): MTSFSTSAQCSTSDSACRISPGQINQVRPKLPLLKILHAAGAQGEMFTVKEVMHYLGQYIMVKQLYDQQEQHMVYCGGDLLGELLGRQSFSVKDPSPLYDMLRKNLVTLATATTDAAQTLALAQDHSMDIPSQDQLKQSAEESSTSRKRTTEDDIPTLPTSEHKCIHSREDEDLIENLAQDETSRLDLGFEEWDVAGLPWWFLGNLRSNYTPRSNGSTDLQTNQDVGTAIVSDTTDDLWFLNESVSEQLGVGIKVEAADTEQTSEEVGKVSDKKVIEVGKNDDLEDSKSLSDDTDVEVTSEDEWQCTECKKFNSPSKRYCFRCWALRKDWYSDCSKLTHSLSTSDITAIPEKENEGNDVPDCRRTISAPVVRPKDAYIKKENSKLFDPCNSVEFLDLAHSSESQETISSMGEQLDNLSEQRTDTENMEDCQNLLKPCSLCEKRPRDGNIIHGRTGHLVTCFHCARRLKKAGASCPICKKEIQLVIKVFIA
# Target sequence (Q00987 whole entry, looked up): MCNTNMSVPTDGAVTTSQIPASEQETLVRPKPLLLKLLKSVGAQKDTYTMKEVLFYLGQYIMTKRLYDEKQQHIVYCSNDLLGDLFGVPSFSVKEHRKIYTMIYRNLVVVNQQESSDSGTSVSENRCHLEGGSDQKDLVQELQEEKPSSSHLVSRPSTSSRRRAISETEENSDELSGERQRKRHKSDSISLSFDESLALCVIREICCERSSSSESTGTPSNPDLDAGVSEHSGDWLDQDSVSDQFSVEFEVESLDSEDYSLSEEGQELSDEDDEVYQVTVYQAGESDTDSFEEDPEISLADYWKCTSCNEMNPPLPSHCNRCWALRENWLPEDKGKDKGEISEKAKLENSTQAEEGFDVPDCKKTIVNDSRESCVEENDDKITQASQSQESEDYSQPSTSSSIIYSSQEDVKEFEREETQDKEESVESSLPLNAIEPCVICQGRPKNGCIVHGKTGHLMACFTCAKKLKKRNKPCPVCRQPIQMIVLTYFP
# 697 NFkB inh – inhibitors of the PMA/ionomycin-induced NF-kB reporter in 697 B cells. 697 B-cell NF-kB luciferase reporter, 16 h. actives 0.33% (n = 330,000). inhibition, % at 4 µM; in the data active = inhibition above about 35%
# UPR CHOP act – apoptotic UPR (CHOP) activation; activation, % at 10 µM; actives 0.34% (n = 330,000); CHO-CHOP luciferase reporter, luminescence; percent of tunicamycin response over DMSO baseline; AID 449763;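 active = at 10 µM dose, activation of 40% or more, normalized to positive control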;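 note: 100% = tunicamycin at 10 µg/mL and 0% = DMSO alone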
#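 Test system: CHO-CHOP cells, stable luciferase reporter of PERK-eIF2a-CHOP signalling | Quantity: 500 CHO-CHOP cells per well | Buffer or medium: F12 plus 10% serum | Compound dosing: 10 µM single point, 0.5% DMSO | Schedule: 6 h compound treatment, 37 °C | Signal: Luciferase luminescence | Control set: Tunicamycin high control, DMSO low control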
# Jurkat NFkB inh – lowers PMA/ionomycin-induced NF-kB signal in Jurkat cells. PMA/ionomycin-induced NF-kB luciferase reporter, luminescence. inhibition, % at 4 µM. actives 0.53% (n = 330,000). AID 435003; in the data active = inhibition above about 50%
# UPR XBP1 act – activators of adaptive arm of unfolded protein response (XBP1). CHO-XBP1 luciferase reporter, IRE1-XBP1 UPR activation, luminescence; percent of tunicamycin response, DMSO as zero. activation, % at 20 µM. actives 0.33% (n = 330,000);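 active = versus positive control, 20 µM dose yields 30% or more activation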;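 note: 100% = tunicamycin at 10 µg/mL and 0% = DMSO only wells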
#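 assay system = CHO-XBP1 luciferase reporter cells | amount = 1000 cells/well | buffer or medium = F12 plus 10% FBS | compound dosing = single point, 20 µM final compound, 1% DMSO | incubation = 16-18 h cell attachment at 37 °C, then 6 h compound exposure | detection = Steady-Glo luminescence read | controls = tunicamycin 10 µg/mL and vehicle-only wells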
# * = called active by the depositor.
# The line under a structure holds: tim10-1 inh	tim23-1 inh	TIM10 inh	Mdm2-MdmX inh	697 NFkB inh	UPR CHOP act	Jurkat NFkB inh	UPR XBP1 act
COc1ccc(C2CC(c3ccccc3)=NN2C(=O)COC(=O)C2(C)CC2(Cl)Cl)cc1 (stereo not drawn)
 : 29	30	22	29	16	1.8	13	1
COc1cc(OC)c(S(=O)(=O)N2CCOCC2)cc1S(=O)(=O)N1CCOCC1
 : -20	-7	-1	-7	-10	0.6	1	-3
COC(=O)c1cc(NC(=O)c2cccc(C(F)(F)F)c2)c(=O)oc1C/C=N/OCc1cccc(Cl)c1Cl
 : 19	17	-4	-5	-15	-0.1	2	-4
O=C(Nc1ccnn1C1CCN(Cc2ccc(Cl)cc2)CC1)C1CCCC1
 : 3	7	8	-12	-12	-1.0	4	4
Cc1ccc(CNCC(O)(c2ccc(F)cc2)c2ccc(F)cc2)cc1
 : 24	24	20	8	-22	0.0	-12	-1
O=C(CCCCn1c(=O)c2ccccc2n(Cc2ccc(F)cc2Cl)c1=O)NCc1ccco1
 : 27	34	10	54*	-17	1.3	17	-3
O=C(CCc1ccccc1)NC(=S)Nc1ccccc1[N+](=O)[O-]
 : 38	47	26	19	-22	0.3	-2	-6
CC(=O)c1ccc(N2CCC(c3cc(-c4ccc(Cl)cc4)n[nH]3)CC2)c([N+](=O)[O-])c1
 : 33	19	38	26	-2	8.1	25	6
Cc1ccc(C(=O)NC2CC3CCC(C2)N3Cc2ccco2)cc1 (stereo not drawn)
 : 5	9	3	0	4	-1.5	-1	1
O=C1c2ccccc2C(=O)N1CCCOc1ccccc1
 : 1	11	-11	6	-31	5.5	-7	2
Cc1c(C)c2cc(Cl)c(O)c(CN(C)C)c2oc1=O
 : 1	-8	8	12	-7	0.5	1	2
CC(Sc1nnnn1C)C(=O)Nc1ccc(N2CCOCC2)cc1 (stereo not drawn)
 : 9	-8	-4	-37	4	0.5	-10	-2
CCc1ccccc1NC(=O)NCc1ccc2c(c1)OCO2
 : 5	5	7	20	-10	3.7	0	-1
CCOc1cc2[nH]c(=S)n(CCCN3CCCC3=O)c(=O)c2cc1OCC
 : 12	16	-15	11	18	-1.2	6	0
Cc1c(OC(C)C(=O)NCCCN2CCOCC2)ccc2c1oc(=O)c1ccccc12 (stereo not drawn)
 : 14	1	-2	14	-6	-0.6	-14	-4
CCCCNC(=O)CSc1nc2ccc(NC(=O)CSc3nnc(N)s3)cc2s1
 : 6	6	8	20	-2	-1.1	14	-6
O=C1CN(C(=O)COC(=O)/C=C/c2ccc(OC(F)F)cc2)c2ccccc2N1
 : 3	5	-4	-12	-4	-1.2	9	-2
CCN(CC(=O)Nc1ccccc1OC)C(=O)c1ccc2[nH]c3c(c2c1)CC(C)CC3 (stereo not drawn)
 : 17	40	27	-3	3	3.6	0	1
COc1ccccc1OCCNC(=O)C(CCSC)NS(=O)(=O)c1ccccc1F (stereo not drawn)
 : -11	-14	-4	4	-4	2.5	3	3
COc1cccc(OC)c1C(=O)N1CCN=C1SCc1cccnc1
 : 3	5	13	20	11	-0.7	9	-1
C=C(C)Cn1c(C2CC(=O)N(c3ccccc3F)C2)nc2ccccc21 (stereo not drawn)
 : 4	8	-12	12	3	2.0	0	0
COc1ccc(NC(=O)c2c([N+](=O)[O-])c(C(C)(C)C)nn2C)cc1
 : 20	31	5	31	-10	-1.7	-9	-1
O=C(COc1ccccc1)N1CCN(S(=O)(=O)c2ccc(Cl)cc2)CC1
 : 24	16	-12	15	0	-0.3	5	1
Cc1ccc(N2C(=O)[C@@H]3C(c4ccc(F)cc4)=NO[C@@H]3C2=O)cc1
 : -7	-15	-1	4	8	-1.1	-7	2
COc1c(C)cc(C(=O)C2CCCN(C(=O)c3csc(C)n3)C2)cc1C (stereo not drawn)
 : -4	2	2	22	-3	-2.5	14	-3
C=CCNS(=O)(=O)c1ccc(OCC(=O)OC)cc1
 : -8	-1	-5	-20	-6	0.3	-8	-2
Cc1cccc(Oc2ccccc2NC(=O)c2cnccn2)c1
 : 21	3	1	29	-7	-2.6	28	-1
Cc1ccc(CN2C(=O)CSC2c2ccc(F)cc2)cc1 (stereo not drawn)
 : -7	12	18	-14	8	2.4	3	-6
CCOC(=O)N1CCN(C(=O)c2ccc(-n3c(=S)[nH]c4ccccc4c3=O)cc2)CC1
 : 7	8	-10	2	5	1.6	-1	-2
CCOc1cc(NC(=O)c2ccco2)c(OCC)cc1NC(=O)c1ccco1
 : -9	-9	-8	18	3	2.3	29	-2

# Entries of single compounds, looked up by structure. Values in the order: tim10-1 inh	tim23-1 inh	TIM10 inh	Mdm2-MdmX inh	697 NFkB inh	UPR CHOP act	Jurkat NFkB inh	UPR XBP1 act
# Record of Cc1ccc(N2C(=O)[C@@H]3C(c4ccc(F)cc4)=NO[C@@H]3C2=O)cc1 = -7	-15	-1	4	8	-1.1	-7	2
# Record of COc1ccccc1OCCNC(=O)C(CCSC)NS(=O)(=O)c1ccccc1F (stereo not drawn) = -11	-14	-4	4	-4	2.5	3	3
# Record of CCCCNC(=O)CSc1nc2ccc(NC(=O)CSc3nnc(N)s3)cc2s1 = 6	6	8	20	-2	-1.1	14	-6
# Record of CCOc1cc(NC(=O)c2ccco2)c(OCC)cc1NC(=O)c1ccco1 = -9	-9	-8	18	3	2.3	29	-2

# Remaining list, next part:
# The line under a structure holds: tim10-1 inh	tim23-1 inh	TIM10 inh	Mdm2-MdmX inh	697 NFkB inh	UPR CHOP act	Jurkat NFkB inh	UPR XBP1 act
CCN(CC)S(=O)(=O)c1ccc(/C=C/C(=O)OCC(=O)N(C)C)cc1
 : 22	12	-6	7	-9	-0.5	-5	-1
COc1cccc(C(=O)Nc2ccc3c(c2)C(=O)c2ccccc2C3=O)c1
 : -2	-23	8	-46	-76	24	-128	91*
Cc1cnc(C)c(N2CCN(Cc3nc(-c4ccc(C)o4)oc3C)CC2)n1
 : -1	8	7	11	-10	0.3	17	-5
CC(C)(C)OC(=O)N1CCC(CNC(=O)c2cccs2)CC1
 : 9	-10	3	7	18	1.8	-3	-3
O=C(COC(=O)CNC(=O)c1ccccc1)Nc1ccc2c(c1)OCO2
 : 5	-27	-2	4	0	0.0	2	1
Cc1ccc(CNC(=O)c2ccc(OCC3CCCO3)cc2)cc1 (stereo not drawn)
 : 24	16	6	-12	4	1.2	-12	0
Cc1ccccc1/C(N)=N/OC(=O)c1ccc(F)cc1
 : 44*	74*	73*	65*	-79	3.0	-48	-5
CCCNC(=O)C(=O)NCc1ccccn1
 : 8	6	-7	17	-6	-1.0	-7	0
NC(=O)c1ccsc1NC(=O)COC(=O)/C=C/c1ccccc1[N+](=O)[O-]
 : -2	3	2	4	-26	-0.4	-20	-1
Cc1cc(C(=O)N/N=C/c2c3ccccc3cc3ccccc23)n[nH]1
 : -38	12	-24	46	-1	4.9	-1	0
Cc1cc(C)nc(NC(=O)c2cc([N+](=O)[O-])cc([N+](=O)[O-])c2)n1
 : 19	29	-2	29	18	-1.0	14	0
NC(=O)C1Cc2ccccc2CN1C(=O)c1nn(Cc2ccccc2)c(=O)c2ccccc12 (stereo not drawn)
 : -6	-4	4	21	24	0.4	-3	-1
CCOC(=O)C1=C(COC(=O)c2c(OC)cccc2OC)NC(=O)NC1C (stereo not drawn)
 : 30	15	6	-3	2	0.5	4	3
CCOc1ccc(-c2cc(C(=O)N/N=C(\C)c3cccnc3)c3ccccc3n2)c(OCC)c1
 : 15	17	12	-1	-37	0.3	4	3
O=C(NC(Cc1ccccc1)C(=O)O)/C(=C/c1ccccc1)NC(=O)c1cccc(Br)c1 (stereo not drawn)
 : 20	21	10	-6	-2	0.0	-5	1
CCCN(CCC)C(=O)CC(c1ccccc1)c1cc(C)ccc1O (stereo not drawn)
 : 46*	33	22	5	-11	-0.8	-11	-1
COc1ccc(NC(=S)N(Cc2ccc(Cl)cc2)Cc2ccc(C(=O)O)cc2)cc1Cl
 : 5	20	14	4	7	0.4	-3	-6
N#CCc1nn(-c2ccc(Cl)cc2)c(N)c1C#N
 : 4	8	12	11	5	1.3	-4	-2
O=C(Nc1ccc(-c2csc(-c3ccccc3)n2)cc1)c1ccccc1Cl
 : 9	10	-4	-9	-47	0.1	37	0
Cc1cccc(NC(=O)NC2CC3CCC(C2)N3Cc2ccco2)c1 (stereo not drawn)
 : -7	10	-13	-14	0	1.6	-3	-2
Cc1nn(C(=O)C2CC2)c(C)c1Sc1ccc(Cl)cc1
 : -14	0	-2	-7	-26	-1.0	2	-3
CCSc1nnc(NC(=O)c2cccnc2Cl)s1
 : 6	9	5	4	-41	0.6	0	2
O=[N+]([O-])c1cccc(OCc2cn3cccnc3n2)c1
 : -17	1	0	12	7	-0.3	-23	-1
O=C(CN(Cc1ccc(F)cc1)C(=O)CCC(=O)Nc1ccccn1)NCc1ccco1
 : 1	2	1	-3	-2	-3.4	2	-1
COc1ccc(N/C=C\C(=O)c2ccc3ccccc3c2)cc1
 : 5	4	9	16	-141	6.0	-115	0
O=C(NNC(=O)c1cccnc1)NC1CCCCC1
 : 14	-3	1	12	21	-2.2	-8	-4
CC(C)Cc1ccc(C(C)C(=O)N2CCOCC2)cc1 (stereo not drawn)
 : -4	9	-6	7	12	1.1	6	-1
COc1ccc(NC(=S)N(CCc2c(C)[nH]c3ccccc23)Cc2ccco2)cc1
 : -6	1	7	34	-5	1.2	-4	-2
COc1cc(CNCCSc2nnnn2C)cc(OC)c1OC
 : 2	-3	-2	16	15	-0.7	6	-1
CCCC(=O)NC(NC(=S)Nc1c(C)n(C)n(-c2ccccc2)c1=O)C(Cl)(Cl)Cl (stereo not drawn)
 : 6	-2	3	19	8	-0.1	-10	-3
Cc1ccc(S(=O)(=O)CCC(=O)OCc2nnc(-c3ccccc3Br)o2)cc1
 : 35	32	12	-12	-23	1.8	-17	3
O=C(COC(=O)c1cccc(O)c1)NCc1ccc2c(c1)OCO2
 : 6	4	1	16	24	1.5	12	-2
COc1cc(C)c(S(=O)(=O)N2CCOCC2)c(C)c1C
 : 16	2	3	10	15	-0.5	-2	-3
CCCc1cc(=O)oc2cc(OC(C)C(=O)NCC3CCC(C(=O)O)CC3)ccc12 (stereo not drawn)
 : 28	20	12	1	-13	1.0	16	0
COc1cc(S(=O)(=O)N2CCOCC2)cc(C(=O)NCC(c2cccs2)N2CCOCC2)c1OC (stereo not drawn)
 : 10	6	3	10	-7	-0.4	3	-2
CCOC(=O)Cc1csc(NC(=O)CCS(=O)(=O)Cc2ccccc2)n1
 : -4	8	-6	30	10	-0.1	9	-1
Cc1ccc(Cl)cc1N(CC(=O)NC1CCCCC1)S(C)(=O)=O
 : -6	7	-19	6	13	-1.1	8	0
Cc1cc(C)nc(N(C#N)CN2C(=O)c3ccccc3C2=O)n1
 : 1	15	9	8	8	-0.5	-2	0
CCn1c(SCC(=O)N/N=C/c2ccc(O)c(OC)c2)nc2ccccc21
 : 20	19	23	-8	13	-2.2	0	2
CN(C)C(CNC(=O)CN1C(=O)NC2(CCc3ccccc32)C1=O)c1ccco1 (stereo not drawn)
 : 3	-1	-1	16	12	-1.9	-6	3
CC(=O)Nc1sc(NC(=O)c2ccccc2)nc1-c1cccs1
 : 9	19	14	36	16	4.4	2	2
COc1ccc(-c2cc(C(=O)OCC(=O)NC(C)C)c3ccccc3n2)cc1
 : 19	10	22	9	-11	0.8	2	-3
CN(C)c1c(F)cc(C(=O)NCc2ccccc2)cc1F
 : 12	17	12	-32	4	2.2	6	-1
CC1(C)Cc2cccc(OCC(=O)N3CCN(c4ccccc4Cl)CC3)c2O1
 : 4	23	-17	13	11	-2.1	-8	-2
COc1cnc(-c2ccccn2)nc1Sc1ccccc1Cl
 : 47*	46	18	39	-9	1.0	-8	8
Cc1c(OCC(N)=O)ccc2c(-c3ccccc3)cc(=O)oc12
 : -15	-16	-3	24	11	0.2	7	11
Cn1c(N)c(N=Nc2ccc(S(N)(=O)=O)cc2)c(=O)n(C)c1=O
 : -3	-1	1	9	0	-1.8	-9	4
